NTR1 agonist = agonists of NTR1, primary screen, imaging, U2OS cells, beta-arrestin-GFP, high content (AID 493036) | Neurotensin receptor type 1 (Homo sapiens), P30989 | NTR1-U2OS beta-arrestin-GFP spot imaging, agonist mode | activation, % at 20 µM | actives 0.17% (n = 330,000);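 active means activation at or above 40% of the spot to cytoplasm intensity ratio, with at least 20 cells analyzed; inconclusive means wells under 20 cells, flagged as cytotoxic or low count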;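 further: 0% = DMSO without peptide and 100% = 100 nM NTR1 peptide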
Target sequence (P30989 whole entry, looked up): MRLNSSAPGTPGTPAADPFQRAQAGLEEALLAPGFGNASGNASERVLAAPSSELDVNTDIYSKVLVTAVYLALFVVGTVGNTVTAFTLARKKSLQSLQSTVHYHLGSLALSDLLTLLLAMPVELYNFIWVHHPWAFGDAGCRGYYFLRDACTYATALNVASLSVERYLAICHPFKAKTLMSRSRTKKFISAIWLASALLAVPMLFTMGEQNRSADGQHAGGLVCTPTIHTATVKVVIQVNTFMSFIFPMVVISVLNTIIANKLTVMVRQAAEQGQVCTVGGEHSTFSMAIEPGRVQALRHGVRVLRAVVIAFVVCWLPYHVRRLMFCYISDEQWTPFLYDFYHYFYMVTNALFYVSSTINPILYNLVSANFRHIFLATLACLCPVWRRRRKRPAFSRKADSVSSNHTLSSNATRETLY
T cell modulator = modulators of CD8 T cell-vesicle binding, primary screen, mouse 2C CD8+ T cells, flow cytometry. 2C CD8+ T cell-vesicle binding; hits give low values. calls only at 7 µM. actives 0.068% (n = 330,000). AID 2052, 2009;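 active means response, share of CD8 T cells binding vesicles, and their 90th percentile fluorescence all below set limits, cut at about 80% in these data, passing the limit was not always enough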
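Incubation: binding step 1.5 h, 37 °C, antibody labelling 20 min, ice; system: murine 2C transgenic CD8+ T lymphocytes; technique: cytometric PE anti-B7-1 and Alexa647 anti-CD8 signals after 1% paraformaldehyde fixation; also added: QL9-charged Drosophila Ld/ICAM-1/B7-1 vesicles; control set: naked versus QL9-loaded vesicles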
GPR55 beta-arrestin = GPR55 agonists via beta-arrestin recruitment, primary screen, imaging, U2OS cells, beta-arrestin-GFP redistribution (AID 1961); one-dose activation, % at 10 µM; EC50 in µM for titrated hits; U2OS GPR55 beta-arrestin-GFP redistribution imaging; higher % means a stronger effect; actives 0.048% (n = 290,000); G-protein coupled receptor 55 (Homo sapiens);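 active means activation above 40% with more than 50 cells counted in the well; inconclusive means wells holding fewer than 50 cells, flagged as toxic or sparse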;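 further: U2OS osteosarcoma cells stably expressing GPR55 and beta-arrestin-GFP; plate controls were DMSO negative control for no effect and LPI positive control for full effect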
GPR55 LPI antagonism = GPR55 antagonists blocking LPI-driven arrestin recruitment, primary screen, imaging, U2OS, beta-arrestin-GFP, LPI agonist (AID 2013). G-protein coupled receptor 55 (Homo sapiens). U2OS GPR55 beta-arrestin-GFP translocation imaging, LPI antagonism; higher % means a stronger effect. inhibition, % at 10 µM, or IC50 in µM where a hit was titrated. actives 0.13% (n = 290,000);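 active means spots per cell inhibited over 60%, with over 100 cells counted and total cytoplasm intensity under 500,000; inconclusive means wells with under 100 cells, flagged as likely toxic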;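 further: U2OS cells stably carrying GPR55 and arrestin-GFP stimulated by 5 µM LPI near EC80; imaged beta-arrestin-GFP aggregate spots per cell after agonist stimulation; plate controls were LPI-stimulated DMSO wells for no effect and DMSO wells without LPI for full effect; some results filed as inactive read as strong as hits; confirmed hits need IC50 under 10 µM and bright autofluorescent wells are also inconclusive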
Hep lipid drop = inhibitors of hepatocyte lipid droplet formation, primary screen, imaging, high-throughput imaging, BODIPY stain. AML12 mouse hepatocytes, oleate lipid droplets. inhibition, % at 6.5 µM. actives 0.4% (n = 240,000);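 active means lipid droplet intensity inhibited by at least 50%, with more than 500 cells counted; inconclusive means wells with under 300 cells, treated as cytotoxic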
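Test system: AML12 mouse liver cells; schedule: overnight exposure; technique: high-content imaging of BODIPY-stained droplets and DAPI nuclei; read-out: % inhibition of corrected integrated BODIPY droplet signal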
LYP phosphatase = inhibitors of LYP phosphatase, biochemical, fluorescence intensity, uHTS (AID 1779). Tyrosine-protein phosphatase non-receptor type 22 (Homo sapiens). recombinant LYP phosphatase, fluorescence intensity; higher % means a stronger effect. inhibition, % at 11.5 µM, or IC50 in µM where a hit was titrated. actives 0.054% (n = 290,000); in the data active means inhibition above about 50%;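 further: plate controls were vehicle with enzyme for no effect and no enzyme for full effect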
Rac1 GTP hydrolysis = MgcRacGAP GTPase-activating activity inhibitors, confirmation, biochemical, ADP Hunter fluorescence; MgcRacGAP-stimulated Rac1 GTP hydrolysis, ADP Hunter fluorescence; higher % means a stronger effect; GST-tagged Rac1 F28L mutant substrate; inhibition, % at 30 µM; hits with a dose series show IC50 in µM; actives 0.6% (n = 340,000);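 active means first-screen hits whose inhibition reached a set limit at any dose in the follow-up dose series; inconclusive means inhibition above the set first-screen limit but never retested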;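 further: fluorescence reports GDP produced by GAP-driven GTP hydrolysis; strong numbers were not always called active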
SV40 large T antigen = SV40 large T antigen inhibitors, biochemical (AID 1903); SV40 large T antigen ATPase/helicase inhibition assay; higher % means a stronger effect; inhibition, % at 20 µM; hits with a dose series show IC50 in µM; actives 0.39% (n = 310,000); in the data active means a potency from the dose series; inconclusive means inhibition mostly from about 32% at the one dose, without a potency; inactive means the rest, 99 in 100 with inhibition below about 32%; further: strong numbers were not always called active
GPR35 arrestin U2OS = GPR35 antagonists blocking zaprinast-driven arrestin recruitment, primary screen, imaging, U2OS, beta-arrestin-GFP, zaprinast agonist (AID 2058); actives 0.052% (n = 290,000); U2OS GPR35 beta-arrestin-GFP translocation imaging, zaprinast antagonism; higher % means a stronger effect; G-protein coupled receptor 35 (Homo sapiens); one-dose inhibition, % at 10 µM; IC50 in µM for titrated hits;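 active means inhibition of at least 50% with at least 30 cells and total cytoplasm GFP at most 10,000,000; inconclusive means under 30 cells or total GFP of 10,000,000 plus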
Hep lipid drop cells 6.5 µM = recorded beside Hep lipid drop, whose call it bears; cell count; measured here: cell count, cytotoxicity flag;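 cells counted across two imaged fields per well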
T cell modulator vesicle-bound % = recorded beside T cell modulator, whose call it bears; double positive events, %; measured here: CD8+ vesicle-bound cell fraction;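 binding gate set so that unloaded-vesicle control wells show 10% double positive cells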
NTR1 agonist cell count 20 µM = also measured in NTR1 agonist; calls as there; cell count; measured here: cell count, cytotoxicity flag
Starred values were filed as active, the others as inactive; i = inactive; ? = inconclusive; . = no result given; & = joins results of further samples. Hits appear at their usual frequency; overall some 1.8% were active at least once.

Each structure is followed by: GPR35 arrestin U2OS	T cell modulator	Rac1 GTP hydrolysis	NTR1 agonist cell count 20 µM	GPR55 LPI antagonism	Hep lipid drop cells 6.5 µM	Hep lipid drop	T cell modulator vesicle-bound %	GPR55 beta-arrestin	NTR1 agonist	SV40 large T antigen	LYP phosphatase
C[C@H]1O[C@@H](O[C@H]2[C@@H](O)C[C@H](O[C@H]3[C@@H](O)C[C@H](O[C@H]4CC[C@@]5(C)[C@H](CC[C@@H]6[C@@H]5C[C@@H](O)[C@]5(C)[C@@H](C7=CC(=O)OC7)CC[C@]65O)C4)O[C@@H]3C)O[C@@H]2C)C[C@H](O)[C@@H]1O
 : 12%&-7%	i	2%	46&44	-6%&9%	848&739	2&1	68&63	0.7%&-0.2%	-0.3&-0.1	11%&18%	-8%&-1%
Cc1occc1C(=O)N(C)CC1CCCN(CCc2ccccc2F)C1 (centres undefined)
 : -2%	i	-3%	39	-27%	762	21	44	-0.1%	-1.2	-8%	0%
CCN(C(C)=O)c1nc(CSc2nnc(NC(C)C)s2)cs1
 : 9%	i	0%	80	6%	.	.	49	0.4%	-1.4	12%	-12%
COc1cccc(C(=O)N2N=C(c3ccccn3)CC2(O)C(F)(F)F)c1 (centres undefined)
 : -1%	i	18%	43	-1%	706	-12	51	0.1%	-0.9	7%	6%
CCCc1nnc(NC(=O)CSc2nc3ccccc3[nH]2)s1
 : 10%	i	2%	93	4%	683	-4	39	-0.4%	0.0	10%	3%
Cc1ccc(NC(=O)CN2C(=O)NC3(CCCC3)C2=O)nc1
 : .	i	5%	65	.	.	.	38	.	-0.3	10%	.
CCSc1nc2ccccc2c(=O)n1C1CCOC(C)(C)C1 (centres undefined)
 : 3%	i	10%	52	-2%	805	-4	37	0.1%	6.8	2%	5%
FC(F)(F)c1cnc(C(c2ccccn2)c2ncn[nH]2)c(Cl)c1 (centres undefined)
 : -2%	i	5%	73	4%	.	.	33	-0.3%	-1.5	4%	-6%
CCN(CC)S(=O)(=O)c1ccc(NC(=O)c2cnccn2)cc1
 : 17%	i	8%	55	0%	783	-2	48	0.3%	-0.3	20%	5%
COc1ccc(OC)c(C(=O)c2ccccc2)c1
 : -2%	i	8%	45	-1%	682	-16	20	0.0%	-1.0	3%	-12%
O=C(N/N=C\c1ccc(OC(=O)c2ccco2)cc1)c1ccc(Cl)cc1
 : -3%	i	3%	41	-4%	730	16	18	-0.1%	1.7	11%	-8%
COc1ccc(OC)c(S(N)(=O)=O)c1
 : ?	i	7%	62	-4%	708	4	9	-0.1%	0.3	7%	-1%
CCOc1ccc(NC(=O)NCCN2CCN(c3cccc(C)c3C)CC2)cc1
 : 6%	i	6%	88	93%	866	-1	20	-0.1%	2.6	-6%	-1%
Cc1csc(C2=C(O)CN(c3ccc4c(c3)OCCOCCOCCOCCO4)C2=N)n1
 : 8%	.	1%	.	26%	.	.	.	0.2%	.	1%	-2%
O=C(O)c1ccc(CSc2nc3ccccc3o2)cc1
 : 5%	i	11%	42	17%	.	.	6	0.0%	-1.0	-1%	-3%
C=CCNC(=O)COc1coc(CN2CCN(Cc3ccccc3)CC2)cc1=O
 : 20%	i	2%	72	-1%	681	1	40	-0.1%	-0.4	8%	-3%
Cc1ccc(/C=N/NC(=O)c2ccc(NC(=O)c3ccc(Cl)cc3)cc2)o1
 : 2%	i	2%	54	-14%	755	-5	29	1.6%	-0.6	9%	-9%
Cc1nn(C)c(C)c1CN(C(=O)CCc1nnc(Cc2c[nH]c3ccccc23)o1)C(C)C
 : -10%	i	-6%	35	13%	715	-1	28	0.0%	-1.1	8%	-6%
O=C(c1ccc(OC2CCN(Cc3ccc(F)cc3)CC2)cc1)N1CCCC1
 : -6%	i	-5%	63	13%	761	-2	60	-0.2%	0.0	7%	-4%
Cc1ccccc1Oc1cc(-n2ncc(Cl)c(Cl)c2=O)ncn1
 : 20%	i	6%	.	6%	636	-1	43	0.2%	.	19%	-4%

Each structure is followed by: GPR35 arrestin U2OS	T cell modulator	Rac1 GTP hydrolysis	NTR1 agonist cell count 20 µM	GPR55 LPI antagonism	Hep lipid drop cells 6.5 µM	Hep lipid drop	T cell modulator vesicle-bound %	GPR55 beta-arrestin	NTR1 agonist	SV40 large T antigen	LYP phosphatase
COc1ccc(OCCOC(=O)c2ccc(-n3cnnn3)cc2)cc1
 : 2%	i	9%	41	-5%	849	16	44	-0.1%	-0.5	15%	-8%
CN(C)CCN(C(=O)c1ccc(S(=O)(=O)N(C)c2ccccc2)cc1)c1nc2cc3c(cc2s1)OCCO3
 : -4%	i	-4%	60	13%	689	-4	22	20%	-0.8	12%	-2%
O=C1c2ccccc2C(=O)N1OCCOCCOCCBr
 : -1%	i	3%	44	3%	840	25	68	-0.2%	-0.6	-2%	-2%
COc1ccc(NC(=O)C(NC(=O)CC2NC(=O)NC2=O)c2ccccc2)cc1 (centres undefined)
 : -12%	i	6%	57	-4%	603	-12	7	-0.2%	-1.1	2%	5%
Cc1ccc(C(C)(O)CS(=O)(=O)Cc2ccccc2Cl)cc1 (centres undefined)
 : 0%	i	.	84	-16%	858	-6	36	0.0%	-2.0	-5%	-9%
O=C(CSc1ncn[nH]1)NCCOc1ccccc1
 : 2%	i	12%	37	0%	.	.	41	-0.2%	-2.0	7%	-8%
CCc1cc(=O)oc2c3c(cc(OCC(=O)NCCCn4ccnc4)c12)OC(C)(C)CC3
 : -5%	i	9%	92	0%	766	-29	49	0.2%	0.8	5%	-18%
C=CCN1C(=O)C(Cc2ccc(SC(F)F)cc2)SC1=Nc1ccc(C(=O)O)cc1 (centres undefined)
 : -6%	i	-9%	63	10%	715	1	31	-0.2%	0.2	12%	-2%
CC(=O)Nc1ccc(C(=O)NCCN2CCOCC2)cc1
 : -3%	i	0%	63	-1%	409	-23	35	-0.1%	-1.3	2%	2%
Cc1ccc(N)cc1NC(=O)CN1CCOCC1
 : 0%	i	9%	68	-3%	815	6	26	-0.1%	0.1	-2%	-3%
Cc1cc(CNC(=O)c2cc(COc3c(F)cccc3F)on2)nn1C
 : -1%	i	2%	84	10%	625	0	57	-0.1%	4.0	6%	-8%
Cc1ccccc1C(=O)Nc1ccccc1N1CCCCC1
 : 6%	i	6%	64	7%	712	-11	57	-0.1%	0.1	0%	-2%
O=C(C1CCCO1)N(c1cccc(Cl)c1)C1C=CS(=O)(=O)C1 (centres undefined)
 : -7%	i	-5%	34	-5%	772	2	19	-0.2%	2.1	-2%	-3%
C/C(=N/NC(=O)CNC(=O)C(c1ccccc1)c1ccccc1)c1ccco1
 : -2%	i	14%	53	0%	728	-3	58	-0.3%	0.7	0%	-8%
CCOc1ccccc1CNC(=O)C1CCN(c2nnc(C)c3c(C)n(-c4ccc(C)cc4)nc23)CC1
 : 1%	i	8%	64	-10%	558	-6	55	-0.1%	38	3%	-7%
CNCC(=O)N1CCN(c2ncc(C(F)(F)F)cc2Cl)CC1
 : -2%	i	3%	47	8%	682	-8	27	-0.3%	1.0	29%	-1%
Cc1ccc(C(=O)N2CCN(CCNC(=O)C(=O)NC(C)C)CC2)cc1
 : 10%	i	4%	72	2%	672	-3	46	-0.1%	0.8	.	1%
COc1ccccc1/C=C/[C@@H]1C[C@H]2CN(Cc3cccc(Cl)c3)C(=O)[C@]23CCCN13
 : 6%	i	0%	62	-5%	725	-7	60	0.1%	0.1	18%	0%
O=C(Nc1ccccc1)N1CCCN(c2ccc(C(F)(F)F)cn2)CC1
 : -8%	i	2%	31	-3%	694	3	50	0.3%	-0.7	8%	-13%
CCCCN(CC)CCCNC(=O)CC1Nc2ccccc2NC1=O (centres undefined)
 : 5%	i	18%	35	8%	.	.	12	0.2%	-1.7	8%	-8%

Each structure is followed by: GPR35 arrestin U2OS	T cell modulator	Rac1 GTP hydrolysis	NTR1 agonist cell count 20 µM	GPR55 LPI antagonism	Hep lipid drop cells 6.5 µM	Hep lipid drop	T cell modulator vesicle-bound %	GPR55 beta-arrestin	NTR1 agonist	SV40 large T antigen	LYP phosphatase
CC(C)(C)Nc1c(-c2cccs2)nc2ccccn12
 : 11%	i	11%	43	-10%	726	0	59	0.3%	1.2	28%	-9%
O=C1c2ccccc2CN1CCNS(=O)(=O)c1ccc2ccccc2c1
 : 2%	i	14%	39	22%	.	.	54	0.2%	0.0	1%	-11%
OCC1OC(n2cnc3c(NCCc4ccccc4)ncnc32)C(O)C1O (centres undefined)
 : .	i	4%	47	.	.	.	61	.	0.0	9%	.
COc1ccc2c(C)cc(N3CCOCC3)nc2c1
 : 0%	i	1%	65	13%	.	.	47	-0.3%	0.0	6%	0%
O=C(Nc1cc(S(=O)(=O)N2CCCCCC2)ccc1OCC(F)(F)F)C1CCC1
 : 2%	i	2%	41	-8%	646	5	14	-0.1%	-0.4	11%	-7%
O=S(=O)(Nc1ccc(S(=O)(=O)N2CCCCC2)cc1)c1cccs1
 : -2%	i	2%	85	6%	685	8	36	0.0%	2.2	7%	-4%
O=C(CC1Sc2ncnn2C1=O)Nc1ccc(Br)cc1 (centres undefined)
 : -4%	i	2%	46	5%	658	25	48	0.3%	-1.7	13%	3%

Screening data deposited in PubChem by several laboratories.
